Lmaj promast – inhibitors of Leishmania major promastigote growth. actives 9% (n = 200,000). inhibition, % at 10 µM. Leishmania major promastigotes, resazurin fluorescence viability. AID 1063; in the data active means inhibition above about 50%;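 further: promastigotes grown with compound for 44 hours at 28 °C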
bIAP inh – blocks bovine intestinal alkaline phosphatase activity. purified bovine IAP, CDP-star luminescence, 30 min. inhibition, % at 20 µM. 190,000 tested, under 10 active. AID 1019;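 active means over 50% inhibition of intestinal alkaline phosphatase at 20 µM in the single-dose screen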
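Assay system – bovine IAP enzyme · Quantity – bovine IAP at 1/65,000,000 final dilution · Detection – CDP-star luminescence signal · Times – 30 min reaction at room temperature · Also added – CDP-star substrate at 30 µM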
TNAP inh no acc – inhibitors of human TNAP without phosphate acceptor. purified TNAP, CDP-star luminescence, 30 min. inhibition, % at 20 µM. P05186. actives 0.26% (n = 200,000);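 active means tissue-nonspecific alkaline phosphatase inhibition above about 50% at 20 µM in the single-dose screen, limit read from the data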;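 further: 0% = DMSO negative control and 100% = EDTA positive control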
Target sequence (P05186 whole entry, looked up): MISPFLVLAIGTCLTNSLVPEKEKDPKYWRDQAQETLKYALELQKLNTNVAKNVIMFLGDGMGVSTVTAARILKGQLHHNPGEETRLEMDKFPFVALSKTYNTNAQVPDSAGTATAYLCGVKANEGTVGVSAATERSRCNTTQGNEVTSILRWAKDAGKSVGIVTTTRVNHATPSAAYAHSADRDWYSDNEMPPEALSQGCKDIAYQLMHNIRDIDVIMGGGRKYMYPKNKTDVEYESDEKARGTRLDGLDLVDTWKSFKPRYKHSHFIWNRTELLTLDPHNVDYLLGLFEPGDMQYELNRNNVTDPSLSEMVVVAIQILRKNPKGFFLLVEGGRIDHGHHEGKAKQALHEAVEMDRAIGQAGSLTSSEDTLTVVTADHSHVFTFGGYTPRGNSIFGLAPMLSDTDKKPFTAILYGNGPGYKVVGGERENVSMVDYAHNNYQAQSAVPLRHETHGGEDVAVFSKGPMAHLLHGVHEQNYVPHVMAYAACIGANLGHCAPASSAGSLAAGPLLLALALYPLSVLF
bIAP activator – intestinal alkaline phosphatase (bovine) activation | purified bovine IAP, CDP-star luminescence, 30 min; active compounds read high; fold of DMSO-control signal, blank-subtracted | activation factor at 20 µM | actives 0.17% (n = 200,000);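 active means activation factor of 2 or more at 20 µM, a signal rise over negative controls twice the positive control's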
TNAP act hiacc – increases human TNAP activity under high phosphate acceptor concentration. purified TNAP, CDP-star luminescence, 1 M DEA, 30 min; active compounds read high; 0 = EDTA background, 1 = DMSO-only activity. 200,000 tested, under 10 active. activation factor at 20 µM. AID 1136. P05186;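 active means activation factor at least 2 at 20 µM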
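Test system – human TNAP · Doses – 20 µM single point · Incubation – 30 min, room temperature · Signal – luminescent substrate turnover signal · Read-out basis – activation factor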
PMI act hi M6P – increases human PMI activity with near-saturating mannose 6-phosphate. P34949. coupled PMI enzyme assay, resazurin fluorescence, 20 min; active compounds read high; 1 = untreated enzyme, 0 = substrate-free blank. activation factor at 20 µM. actives 0.34% (n = 190,000);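 active means activation factor of 2 or more at 20 µM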
Target sequence (P34949 whole entry, looked up): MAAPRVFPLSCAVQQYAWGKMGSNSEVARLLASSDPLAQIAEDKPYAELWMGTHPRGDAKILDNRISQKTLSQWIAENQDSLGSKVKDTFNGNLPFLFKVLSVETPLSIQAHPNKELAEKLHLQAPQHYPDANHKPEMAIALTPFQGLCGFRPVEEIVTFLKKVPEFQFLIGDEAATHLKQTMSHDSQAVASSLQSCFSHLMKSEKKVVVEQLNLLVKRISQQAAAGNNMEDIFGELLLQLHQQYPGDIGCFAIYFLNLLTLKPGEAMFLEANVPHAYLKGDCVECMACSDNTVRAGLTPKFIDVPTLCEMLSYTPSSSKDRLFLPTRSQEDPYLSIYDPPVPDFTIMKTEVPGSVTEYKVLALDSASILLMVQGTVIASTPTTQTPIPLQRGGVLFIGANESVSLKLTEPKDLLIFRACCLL
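Test system: Human PMI in coupled enzyme assay | Input: 15 ng/mL PMI | Medium: HEPES-buffered pH 7.4 with magnesium and detergent | Compound: One concentration, 20 µM, in 1% DMSO | Incubation: Enzyme reaction with compound 20 min at room temperature | Detection: Diaphorase-driven resazurin-to-resorufin fluorescence, excitation 544, emission 590 nm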
Diaph act CS – activates diaphorase or chemically reduces, flagging diaphorase assay artifacts. Diaphorase/resazurin coupled assay, resorufin fluorescence, 16 min; active compounds read high; 1 = vehicle wells, 0 = NADH-free wells. actives 0.005% (n = 190,000). activation factor at 20 µM;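 active means diaphorase activity raised at least twofold by the compound at 20 µM; inactive means activation factor below 2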
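Material: bacterial diaphorase enzyme (C. kluyveri); amount: enzyme 0.07 U/mL final; reagent: NADH substrate 0.114 mM plus resazurin dye 0.1 mM, final; doses: single compound dose of 20 µM, 1% DMSO final; timing: 16 min enzyme reaction, ambient temperature; measured by: fluorescence of resorufin, 544 nm excitation, 590 nm emission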
PMI activator – phosphomannose isomerase (human) activation | P34949 | purified human PMI, coupled resazurin fluorescence, 20 min; active compounds read high; 1 = vehicle control, 0 substrate-free wells | activation factor at 20 µM | actives 0.005% (n = 190,000) | AID 1214;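 active means activation factor of 2 or more at 20 µM, relative to plate controls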
Diaphorase inh – inhibits diaphorase or chemically oxidizes, flagging diaphorase assay artifacts; diaphorase resazurin-to-resorufin fluorescence, NADH, 16 min; bacterial (C. kluyveri) enzyme, not human; inhibition, % at 20 µM; actives 0.69% (n = 190,000); AID 1217;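 active means primary screen inhibition at 20 µM above a set limit, cut at about 50% in these data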;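 further: plate controls were DMSO with full reaction for no effect and wells lacking NADH for full effect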
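Benchmarks: positive control wells lacking NADH, neutral wells with DMSO only. System: bacterial diaphorase enzyme (C. kluyveri). Input: 0.14 U/mL diaphorase, enzyme working solution. Detection: resorufin fluorescence, excitation 544 nm, emission 590 nm. Times: 16-min room-temperature incubation before reading.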
TNAP inh hiacc – inhibitors of human TNAP at high phosphate acceptor concentration | inhibition, % at 20 µM | actives 0.03% (n = 200,000) | purified TNAP, CDP-star luminescence, 1 M DEA | P05186;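 active means over 50% inhibition of tissue-nonspecific alkaline phosphatase at 20 µM in the single-dose screen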;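 further: plate controls were DMSO wells for no effect and EDTA-quenched wells as full inhibition for full effect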
The depositor's hits bear a star. Rows are unselected. Share with any hit: about 10%.

The first 2 records (preview)
SMILES	Lmaj promast	bIAP inh	TNAP inh no acc	bIAP activator	TNAP act hiacc	PMI act hi M6P	Diaph act CS	PMI activator	Diaphorase inh	TNAP inh hiacc
CC(Oc1ccccc1)C(=O)N/N=C/c1ccccn1 (stereo unspecified)	3	-8	-91	1.1	1.1	0.9	0.9	0.8	11	-7
O=C1CSC(c2cccc([N+](=O)[O-])c2)N1c1ccc(O)cc1 (stereo unspecified)	14	-3	-13	1	1	1	1	1	2	-2

This part in full, previewed entries included:
SMILES	Lmaj promast	bIAP inh	TNAP inh no acc	bIAP activator	TNAP act hiacc	PMI act hi M6P	Diaph act CS	PMI activator	Diaphorase inh	TNAP inh hiacc
CC(Oc1ccccc1)C(=O)N/N=C/c1ccccn1 (stereo unspecified)	3	-8	-91	1.1	1.1	0.9	0.9	0.8	11	-7
O=C1CSC(c2cccc([N+](=O)[O-])c2)N1c1ccc(O)cc1 (stereo unspecified)	14	-3	-13	1	1	1	1	1	2	-2
CC(=O)N1[C@H](C)C=C[C@]1(Cc1ccccc1)C(=O)NCc1cc(F)cc(C(F)(F)F)c1	4	6	0	0.9	1.1	1.1	0.9	1.1	10	-6
Cc1ccc(N=Cc2cc(Br)cc(Cl)c2O)cc1	-4	-4	12	1	1	0.5	0.8	1	25	3
O=C(CSc1ccc(F)cc1)N1CCC(c2nc3ccccc3s2)CC1	4	-4	-7	1	1	1	1	0.9	5	-3
CC(=O)Nc1cccc(OC(=O)c2ccoc2C)c1	-5	9	-12	0.9	1.1	1.1	1	1	-1	-5
Cc1cc(C)n2nc(SCC(=O)c3ccccc3)nc2n1	-3	11	4	0.9	1	0.9	0.9	1	5	2
O=S(=O)(c1cccc(NC(=S)N2CCN(c3cccc(Cl)c3)CC2)c1)C(F)F	-1	-12	-4	1.1	1	0.9	0.8	0.9	24	-3
O=c1[nH]c2ccccc2c(=O)n1Cc1ccco1	-5	29	-13	0.7	1.1	0.9	0.9	1	8	-6
CCOC(=O)C12CNC(=O)C(C(=O)OCC)(CNC1=O)C2	0	1	-11	1	1.1	0.9	0.8	0.9	20	-6
Cc1cc(O)c(NC(=S)NC(=O)c2ccc(-c3ccc(Cl)cc3)o2)cc1C	-13	34	-17	0.7	1	0.9	0.8	0.9	21	2
O=C1CC(O)(C(F)(F)F)Oc2c1ccc1ccccc21 (stereo unspecified)	0	36	-5	0.6	1	0.9	0.8	0.8	19	-2
O=P1(O)C=C(c2ccccc2)OC(c2ccccc2)=C1	-9	-2	0	1	1.1	1.2	1.1	1.1	-8	-7
CC(=O)Nc1ccc(-c2csc(NCc3ccco3)n2)cc1	-3	7	-8	0.9	1	1	0.9	1	8	3
COc1ccccc1OCCC(=O)OCC(=O)c1[nH]c(C)c(C(C)=O)c1C	0	-11	-12	1.1	1.1	0.9	1	1	4	-5
O=C(Cn1cnc2scc(-c3ccc(F)cc3)c2c1=O)N1CCOCC1	-2	4	-25	1	1	1.1	0.9	1	7	-4
Cc1cc(Oc2ccc(-c3ccccc3)cc2)nc(N2CCOCC2)n1	0	7	-8	0.9	1.1	1	0.8	0.9	18	-6
Cc1ccn2cc(-c3cccc(NS(C)(=O)=O)c3)nc2c1	-1	1	-6	1	1	0.9	0.9	0.9	8	-4
CCOC(=O)c1c(NC(=S)Nc2cccnc2)sc(C)c1C	-7	-6	1	1.1	1	1	1	0.9	2	-1
COc1ccc(NS(=O)(=O)c2ccc(OCC(=O)N3CCOCC3)cc2)cc1	-7	12	-9	0.9	1	1	1	0.9	1	-1
COc1ccccc1N(CC(O)Cn1c(C)nc2ccccc21)S(=O)(=O)c1ccccc1 (stereo unspecified)	13	5	12	0.9	1	1.1	0.9	1	11	-5
COC(=O)Nc1ccc(S(=O)(=O)N(C)C)cc1	-4	6	-12	0.9	1	0.9	0.9	0.8	13	-4
CCC(C)n1c(=O)c(C(=O)Nc2ccccc2S(N)(=O)=O)c(O)c2ccccc21 (stereo unspecified)	-8	10	-7	0.9	1	1.2	0.9	1.1	10	-3
CCOC(=O)Cc1csc(NC(=O)c2ccc(C)cc2)n1	-1	4	-2	1	1	1	1	1.1	2	0
Cc1nnsc1NC(=O)OCCCl	-8	6	-2	0.9	0.9	1	0.9	1	14	6
Cc1cc(C)c2c(CC(=O)O)coc2c1	-2	8	-3	0.9	1	0.9	0.8	0.9	18	-1
COc1ccc(NC(=O)C2(c3ccc(NC(=O)c4ccc(OC)cc4)cc3)CCCC2)cc1	-5	6	-6	0.9	1	1	1	1	2	0
CN=C(c1ccco1)n1c(=S)nc(-c2ccco2)n(C)c1=S	-3	-5	-157	1	1	0.4	0.6	0.5	38	1
CN(C)/C=C/C(=O)c1ccc(F)cc1	-4	-3	-6	1	0.9	1	1	1	-1	6
O=C(CSc1nc2ccccc2c(=O)[nH]1)Nc1ccc(C(=O)O)cc1	-1	9	7	0.9	1.1	1	1	1	2	-5
CC(C)OP(=O)(OC(C)C)C(Nc1ccccc1)c1ccc2c(c1)OCO2 (stereo unspecified)	1	10	-9	0.9	1.1	1.1	0.9	1	6	-6
Cc1c(Nc2c3c(c(C#N)c4nc5ccccc5n24)CCC3)c(=O)n(-c2ccccc2)n1C	0	2	-17	1	1.1	0.7	0.7	0.9	32	-5
COc1ccc(S(=O)(=O)NC2CCCC2)cc1Br	-6	41	-13	0.6	1	1	0.9	1	6	-5
O=C(Nc1ccc2c(c1)CCC2)c1ccc(F)c(S(=O)(=O)N2CCOCC2)c1	78*	9	-14	0.9	1	0.9	0.8	0.8	22	-2
C=CCn1c(SCC(=O)N2N=C(c3ccco3)CC2c2ccco2)nnc1-c1ccncc1 (stereo unspecified)	1	-36	-4	1.4	1	0.5	0.3	0.4	74*	-1
Cc1cc2nc(-c3ccc4c(c3)CCC4)ccn2n1	13	1	-8	1	1	0.7	0.9	0.8	15	-3
O=C(NCCC1=CCCCC1)C(=O)NCCc1ccc(Cl)cc1	-3	25	-10	0.8	1	0.9	1	1	2	-3
CCNC(=S)N/N=C(\C)c1cccc(OC)c1	9	6	-9	0.9	1	1	1	0.9	2	3
CC1(C)Oc2ccc3ccc(=O)oc3c2/C(=C/Nc2ccccn2)C1=O	-2	5	-14	0.9	1	1.1	0.9	1	10	-3
Cc1ccc(C2(CC(=O)Nc3nccs3)CCOC(C(C)C)C2)cc1 (stereo unspecified)	40	-3	-23	1	1	0.9	0.8	0.7	22	-1
Fc1cccc(Cl)c1/C=N/Nc1ccccn1	-7	-10	0	1.1	1	0.9	0.9	0.9	5	-2

Twelve structures already listed, arranged by length of the SMILES, ascending:
SMILES	Lmaj promast	bIAP inh	TNAP inh no acc	bIAP activator	TNAP act hiacc	PMI act hi M6P	Diaph act CS	PMI activator	Diaphorase inh	TNAP inh hiacc
CN(C)/C=C/C(=O)c1ccc(F)cc1	-4	-3	-6	1	0.9	1	1	1	-1	6
Fc1cccc(Cl)c1/C=N/Nc1ccccn1	-7	-10	0	1.1	1	0.9	0.9	0.9	5	-2
CCNC(=S)N/N=C(\C)c1cccc(OC)c1	9	6	-9	0.9	1	1	1	0.9	2	3
CCOC(=O)Cc1csc(NC(=O)c2ccc(C)cc2)n1	-1	4	-2	1	1	1	1	1.1	2	0
O=C(NCCC1=CCCCC1)C(=O)NCCc1ccc(Cl)cc1	-3	25	-10	0.8	1	0.9	1	1	2	-3
CN=C(c1ccco1)n1c(=S)nc(-c2ccco2)n(C)c1=S	-3	-5	-157	1	1	0.4	0.6	0.5	38	1
Cc1ccc(C2(CC(=O)Nc3nccs3)CCOC(C(C)C)C2)cc1 (stereo unspecified)	40	-3	-23	1	1	0.9	0.8	0.7	22	-1
CC1(C)Oc2ccc3ccc(=O)oc3c2/C(=C/Nc2ccccn2)C1=O	-2	5	-14	0.9	1	1.1	0.9	1	10	-3
O=C(Nc1ccc2c(c1)CCC2)c1ccc(F)c(S(=O)(=O)N2CCOCC2)c1	78*	9	-14	0.9	1	0.9	0.8	0.8	22	-2
COc1ccccc1N(CC(O)Cn1c(C)nc2ccccc21)S(=O)(=O)c1ccccc1 (stereo unspecified)	13	5	12	0.9	1	1.1	0.9	1	11	-5
CCC(C)n1c(=O)c(C(=O)Nc2ccccc2S(N)(=O)=O)c(O)c2ccccc21 (stereo unspecified)	-8	10	-7	0.9	1	1.2	0.9	1.1	10	-3
Cc1c(Nc2c3c(c(C#N)c4nc5ccccc5n24)CCC3)c(=O)n(-c2ccccc2)n1C	0	2	-17	1	1.1	0.7	0.7	0.9	32	-5

Source: PubChem BioAssay
